# mHTT-CaM PPI inh – mutant huntingtin-calmodulin interaction inhibitors – biochemical, AlphaScreen, primary screen; P42858; AlphaScreen His-mHTT/GST-CaM binding, luminescence; inhibition, % at 15 µM; 190,000 tested, 3.6% active;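 also: 0% = both proteins with DMSO and 100% = one protein alone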
# Pf apPOL inh – Pf-apPOL inhibitors, biochemical, fluorescence; Recombinant Pf-apPOL, molecular beacon fluorescence, 1.5 h; inhibition, % at 10 µM; 210,000 tested, 0.25% active; Plasmodium falciparum apicoplast DNA polymerase (apPOL)
# * = called active by the depositor; nt = not tested or not shown; & = joins results of further samples. Rule as the data show it: active = inhibition above about 50%; inactive = the rest. Compounds were not picked by outcome; any-hit rate near 3.6%.
smiles	mHTT-CaM PPI inh	Pf apPOL inh
O=[N+]([O-])c1ccc(-c2nnc(-c3ccccc3I)o2)cc1	0	-6
CCCCN1CCN(C(=O)CC2CCN(c3ccnc(NC)n3)CC2)CC1	-1	-3
COc1cc(NC(=O)c2cnccn2)ccc1N1CCCC1=O	-6	-3
Cc1ccc(-n2cccc2)c(NC(=S)NC(=O)c2ccccc2)c1	nt	-7
O=C(CSc1nnc(NC(=O)NC2CCCCC2)s1)NCc1ccc2c(c1)OCO2	-11	-8
Cc1nnc2n1CCNC2	0	-2
COc1ccc(-c2n[nH]c(C)c2Oc2ccccc2)c(O)c1OC	48	-7
O=c1ccc2cc(N=Cc3cccc([N+](=O)[O-])c3)ccc2o1	0	0
COc1ccc2cc(C(=O)Nc3ccccc3)c(=Nc3ccc(F)cc3)oc2c1	9	-1
O=C(NCCc1csc(-c2ccccc2)n1)C1CSCN1C(=O)c1ccc(F)cc1 (centres undefined)	20	-4

# Other records:
smiles	mHTT-CaM PPI inh	Pf apPOL inh
Cn1c2ccc(Br)cc2c2nc3ccccc3nc21	41	0
CCOc1ccc(C(=O)c2ccc(C)c([N+](=O)[O-])c2)cc1	-1	-2
COCCNC(=O)C1CN(S(=O)(=O)c2ccccc2)CC12CCCCC2 (centres undefined)	5	1
CC(=Nc1ccccc1)c1sc2ccccc2c1O	17	16
C=CCNC(=O)C1CC=CCC1C(=O)NCCc1ccccc1 (centres undefined)	13	-2
CCN(CC)C(=O)CNC(=O)c1nn(-c2ccc(OC)c(Cl)c2)c(=O)c2ccccc12	56*	-3
CCOc1ccc2c(C)c(-c3ccc(OC)c(OC)c3)c(=O)oc2c1	-5	-3
O=C(CSc1nc2ccccc2[nH]1)Nc1cc(C(F)(F)F)ccc1Cl	50*	-4
CCC(=O)Nc1ccc(SCC(=O)NCC2CCCO2)nn1 (centres undefined)	-17	2
O=C(NCc1ccco1)c1ccc(CNS(=O)(=O)c2cccc(Cl)c2)cc1	-4	-6

# The list continues.
smiles	mHTT-CaM PPI inh	Pf apPOL inh
CC(C)N(C(=O)COC1C(C2COC(C)(C)O2)OC2OC(C)(C)OC21)c1ccccc1 (centres undefined)	12	-1
COCCc1nc(C2CCCN(C(=O)c3sccc3C)C2)n[nH]1 (centres undefined)	-3	-5
CC1=C(C(=O)Nc2ccccc2)C(c2cccc(Br)c2)n2ncnc2N1 (centres undefined)	8	0
Cc1noc(C)c1S(=O)(=O)N1CCC(CC(=O)NCCCN2CCN(C)CC2)CC1	-2	-4
CCOc1ccc(OCCCCn2cnc3ccccc3c2=O)cc1	-4	-10
COc1ccc(CN=Cc2ccc(OC3CSC3)cc2)cc1	7	-4
Cc1cc(Br)ccc1OCC(=O)N1CCCCCC1	-10	-1
CC(c1ccccc1)n1cnc2c(oc3ccccc32)c1=O (centres undefined)	-27	-1
CC(=O)Nc1nc(-c2ccc(Cl)cc2)nc2c1c(=O)oc1ccccc12	-1	-1
Cc1cc([N+](=O)[O-])nn1CC(=O)Nc1ccc(Cl)c(Cl)c1	-1	0

# Later entries.
smiles	mHTT-CaM PPI inh	Pf apPOL inh
CCC(C)(C(=O)Nc1ccc2c(c1)OCCO2)N(C(C)=O)c1ccc(C(N)=O)cc1 (centres undefined)	-2	-6
Cc1ccc(S(=O)(=O)N2CCC(=O)N(CCOC(=O)Nc3cccc(Cl)c3)CC2)cc1	20	0
CN(C)c1ccc(C(=O)NN)cc1	nt	5
CCOC(=O)CNC(=O)N1CCCC1c1cc(C)on1 (centres undefined)	-4	3
Cc1cc2c(N3CCCC(C(=O)Nc4ccccc4C(F)(F)F)C3)nccc2s1 (centres undefined)	-2	1
Fc1ccc(-c2nc3sc(-c4ccc(F)cc4)nc3s2)cc1	14	nt
Cc1ccc(N2C(=O)C3C4C=CC(CO)(O4)C3C2=O)c([N+](=O)[O-])c1 (centres undefined)	-1	6
Cc1sc(N=Cc2cc(Br)ccc2O)c(C#N)c1C	26	-8
Fc1ccc(F)c(CN2CCOCC2)c1	1	7
O=C(C1CCCN(C(=O)C2CCCC2)C1)N1CCCC1 (centres undefined)	-4	-4

# Continued.
smiles	mHTT-CaM PPI inh	Pf apPOL inh
O=C(NCCC1=CCCCC1)C1CCN(c2ccc(N3CCOCC3)nn2)CC1	8	1
CCc1ccccc1NC(=O)c1cc(I)ccc1Cl	-17	0
CCC(C(=O)Nc1cccc(I)c1)c1ccccc1 (centres undefined)	3	-4
O=C(c1cccc(CN2CCN(Cc3ccccc3)CC2)c1)N1CCC(O)CC1	nt	0
CCOC(=O)CSC(=NCc1ccccc1)NNC(=O)c1c(C)nc2cc(C)ccn12	nt	-6
O=C(NC1CCCCCC1)c1cccc(-c2nccnc2N2CCCC2)c1	-5	-3
Cc1ccc2[nH]cc(CCN3CC(C(=O)Nc4cccc(Cl)c4C)CC3=O)c2c1 (centres undefined)	56*	-2
Cc1ccc(-c2nc(C)c(C(=O)N3CCC(C(C)C(=O)NCCN(C)C)CC3)s2)cc1 (centres undefined)	3	8
Cc1ccc(-n2ncc3c(NCc4cccnc4)ncnc32)c(C)c1	13	-1
CCCC(=O)Nc1cnc(-c2cccc(Cl)c2)nc1	-8	-6

# In the list so far, three have two or more sulfur atoms:
smiles	mHTT-CaM PPI inh	Pf apPOL inh
O=C(CSc1nnc(NC(=O)NC2CCCCC2)s1)NCc1ccc2c(c1)OCO2	-11	-8
O=C(NCCc1csc(-c2ccccc2)n1)C1CSCN1C(=O)c1ccc(F)cc1 (centres undefined)	20	-4
Fc1ccc(-c2nc3sc(-c4ccc(F)cc4)nc3s2)cc1	14	nt

# (list continues)
smiles	mHTT-CaM PPI inh	Pf apPOL inh
CCOc1ccccc1N1CCN(C(=O)CC)CC1	6	-5
COc1ccc(C=C2Oc3c(ccc(O)c3CN3CCCC3)C2=O)cc1OC	2	-17
CN1C(=O)Cc2ccccc2C1C(=O)NC1CCCC1 (centres undefined)	-4	4
CC(C)Cc1nnc(NC(=O)c2c(O)c3ccccc3n(C)c2=O)s1	-3	-5
c1ccc(C[n+]2ccc(-c3nc4ccccc4s3)cc2)cc1	-4	-11
O=C(CN1CCOCC1)Nc1cc(C(F)(F)F)ccc1Cl	-6	3
Cc1cc([N+](=O)[O-])c(N2CCOCC2)cc1NC(=O)c1cc2ccccc2o1	-5	-2
CCCCN(CC)C(=O)CNC(=O)c1nn(-c2ccc(OC)c(OC)c2)c(=O)c2ccccc12	31	-3
Cc1ccc(N2C(=O)c3cccnc3C2CC(=O)NC2CC2)cc1 (centres undefined)	-1	-2
COC(=O)c1cc(S(=O)(=O)Nc2ccsc2C(=O)OC)oc1C	nt	-7&8

# Next part:
smiles	mHTT-CaM PPI inh	Pf apPOL inh
COc1ccc(Cl)cc1N1C(=O)C2CCCN2C1c1ccc(F)cc1 (centres undefined)	-4	-2
CCOc1ccccc1CN1CCN(Cc2ccc3c(c2)OCO3)CC1	4	-2
COc1cc(OC)cc(C(C)(C)OC(=O)NC(Cc2ccccc2)C(=O)O)c1 (centres undefined)	nt	-6
NS(=O)(=O)c1ccc(CCNC(=O)c2cc(=O)c(OCc3ccccc3)co2)cc1	2	-5
O=[N+]([O-])c1ccc(O)c(N=Cc2sc3ccccc3c2O)c1	43	-5
Cc1cccn2c(=O)c3cc(C(=O)Nc4ccc(Br)cc4F)sc3nc12	-4	-10
Cc1onc(-c2c(Cl)cccc2Cl)c1NC(=O)N(C)c1c2c(nn1C)CCCC2	nt	-3
N=C1S/C(=C\c2ccc(-c3ccc([N+](=O)[O-])cc3)o2)C(=O)N1c1nccs1	37	3
COc1ccccc1N1CCN(C(=O)c2ccc(Cl)cc2Cl)C(C)C1=O (centres undefined)	-4	-2
Cc1ccc(CCNC(=O)c2nnn(-c3cccc(C)c3)c2N)cc1	-1	-3

# Additional results.
smiles	mHTT-CaM PPI inh	Pf apPOL inh
O=C1CC(c2ccco2)CC(O)=C1C=NCCN1CCNCC1 (centres undefined)	1	0
O=c1nc(SCc2ccc(F)cc2)c2c(n1CC1CCCO1)CCC2 (centres undefined)	24	-8
CC(C)NC(=O)c1nn2c(c1Br)NC(c1cccs1)CC2C(F)(F)F (centres undefined)	1	-8
CC1CCC(C(C)C)C2=C1C(c1ccc([N+](=O)[O-])cc1)C(C(N)=O)C(=O)N2 (centres undefined)	17	-3
O=C(NCCCO)/C(=C\c1ccc2c(c1)OCO2)NC(=O)c1ccc(Br)cc1	-1	-2
Cc1cc(C(=O)Nc2cccc(-c3cn4c(n3)SCC4)c2)c(C)o1	-8	0
COc1ccc(NC(=O)Cn2ccc3sc(C)cc3c2=O)cc1	-5	2
O=C(Cc1cccs1)NCCn1ncc2c(=O)n(Cc3ccccc3F)cnc21	-2	-8
O=C(Cc1cccc2ccccc12)N1CCN(C(=O)C2CC2c2ccccc2)CC1 (centres undefined)	5	-10
O=C(NCCCSc1ccccn1)Nc1ncccn1	-4	-8

# Next compounds:
smiles	mHTT-CaM PPI inh	Pf apPOL inh
CCn1c(=O)c(C(=O)N(C)CC#N)nc2ccccc21	-2	-1
CCOc1ccc(S(=O)(=O)N2CCc3c(nc4cc[nH]n4c3=O)C2)cc1	-2	-2
O=C1OC(c2ccc3c(c2)OCO3)=N/C1=C\c1ccc(-c2ccc(Cl)cc2)o1	6	-52
O=C1c2ccccc2C(=O)C1(NCc1ccco1)c1ccccc1	10	-2
O=C(NCc1ccco1)c1cc2n(n1)CCCN(Cc1ccccc1)C2=O	-4	9
COc1ccc([N+](=O)[O-])cc1C1=N/C(=C/c2cccc([N+](=O)[O-])c2)C(=O)O1	1	-2
Cc1ccc(NC(=O)C2C(C=C(Cl)Cl)C2(C)C)cc1C (centres undefined)	-11	-8
COc1nc(Nc2ccc(I)cc2)nc(OC)n1	-1	3
Cc1cc(C)c(NC(=O)CN2C(=O)c3ccccc3C2=O)c(Cl)c1	3	-7
COc1ccc(C=C2Oc3cc(OS(C)(=O)=O)ccc3C2=O)cc1	3	14

# Reprinted at random: six entries already listed
smiles	mHTT-CaM PPI inh	Pf apPOL inh
O=C1OC(c2ccc3c(c2)OCO3)=N/C1=C\c1ccc(-c2ccc(Cl)cc2)o1	6	-52
COc1ccc([N+](=O)[O-])cc1C1=N/C(=C/c2cccc([N+](=O)[O-])c2)C(=O)O1	1	-2
CCn1c(=O)c(C(=O)N(C)CC#N)nc2ccccc21	-2	-1
Cc1ccc(NC(=O)C2C(C=C(Cl)Cl)C2(C)C)cc1C (centres undefined)	-11	-8
COc1nc(Nc2ccc(I)cc2)nc(OC)n1	-1	3
COc1ccc(C=C2Oc3cc(OS(C)(=O)=O)ccc3C2=O)cc1	3	14

# Next section:
smiles,mHTT-CaM PPI inh,Pf apPOL inh
Cc1ccc(/C=C2\SC(=O)N(CN(C)C)C2=O)cc1,21,-7
COc1ccccc1-n1c(O)c(C=Nc2ccc(Br)cc2)c2ccccc2c1=O,28,-7
O=C(Nc1cccc(C(F)(F)F)c1)C1CCN(S(=O)(=O)c2cccs2)CC1,-19,-3
O=[N+]([O-])c1cccc(S(=O)(=O)Nc2cccc(Cl)c2Cl)c1,0,-2
Cc1ccc2nc(C)cc(C(=O)Nc3cccc(F)c3)c2c1,12,-1
Cc1cccc(CN2CCCC2CO)c1 (centres undefined),1,-2
Cc1cccc(N2CCN(C(=O)c3ccc(Br)cc3)C(C)C2=O)c1 (centres undefined),5,-3
N#Cc1cc2c(nc1SCC(=O)Nc1ccccc1C(=O)O)CCC2,2,6
O=S(=O)(NC1CCCCC1Sc1ccccn1)c1ccccc1 (centres undefined),-5,3
O=C(NCCc1ccccc1)N1CCCn2nc(-c3cccs3)cc2C1,5,-6
CCNc1cc(N2CCCC(CCC(=O)NC3CCCCC3)C2)ncn1 (centres undefined),-1,-6
COc1ccc(C(C)NC(=O)c2cc(NC(C)=O)cc3nc(C)ccc23)cc1 (centres undefined),54*,42
NC(=O)NC(=O)Cc1nc2ccccc2s1,nt,1
O=C(Cn1nc(C(=O)Nc2ccccc2)ccc1=O)NCc1ccc2c(c1)OCO2,-10,0
O=C(O)CCCNCC(O)CON=C1c2ccccc2-c2ccccc21 (centres undefined),6,-6
Cc1ccc2oc(-c3ccc(Cl)c(NC(=O)c4ccc(Br)o4)c3)nc2c1,-3,2
Cc1ccc(NC(=O)C2CCN(c3nccn4nc(-c5ccccc5)cc34)CC2)cc1,2,-2
CC12CC3CC(C1)CC(NC=O)(C3)C2,-4,-3
O=C(CN1CCCCC1)N1c2ccccc2Sc2ccc(C(F)(F)F)cc21,2,1
O=C(NCC1CCCO1)c1cnn2c1NC(c1ccc(Br)cc1)CC2C(F)(F)F (centres undefined),30,-8
Cc1cc(C(=O)N2CCC(c3nc(C(=O)N4CCOCC4)c(C)o3)CC2)no1,5,3
Cc1nnc(SCc2csc(N)n2)n1C,0,nt
COc1ccc(C2C=C(c3ccc(C)cc3)Nc3ncnn32)c(OC)c1OC (centres undefined),13,-5
CCNc1cc(N2CCCC(CCC(=O)Nc3ccccc3)C2)ncn1 (centres undefined),12,-2
CNC(=O)N1CCc2[nH]cnc2C1c1ccccn1 (centres undefined),94*,-8

# Further structures.
smiles,mHTT-CaM PPI inh,Pf apPOL inh
Nc1c(C(=O)C2CC2)sc2nc3c(cc12)CCCC3,-30,nt
NC(=O)c1cnn2c1NC(c1cccs1)CC2C(F)(F)F (centres undefined),1,13
Cc1nc(-c2ccccc2)sc1C(=O)Nc1cccc(C(F)(F)F)c1,nt,-6
COc1ccc(F)cc1-c1cncc(C(=O)NC2CC2)c1,-1,-3
Cc1cc(S(=O)(=O)NN(C)c2cccc(Cl)c2C#N)cc(C)c1F,nt,0&7
O=C1C(=Cc2ccc3c(c2)OCO3)Oc2c1ccc(O)c2CN1CCOCC1,-1,-6
Cn1c(C2CCN(C(=O)NCc3ccccc3)C2)nc2cccnc21 (centres undefined),1,-2
COc1ccc(/C=C2/C(=O)N(c3ccc(Cl)c(Cl)c3)N=C2C)cc1Br,0,1
O=C(CCC1CCCC1)N1CCCCC1c1nncn1CC1CC1 (centres undefined),4,6
CCCC(=O)Nc1ccccc1NC(=O)c1ccc(Br)o1,-2,-2
